Bioassay records as filed in PubChem.
CD40 NFkB inh: CD40 pathway inhibition in BL2 cells. BL2 NF-kB luciferase reporter, CD40L-induced, 4 h. inhibition, % at 10 µM. actives 0.94% (n = 83,000). AID 1053188;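 active = mean inhibition of at least 50% with a set share of replicates also reaching that level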;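 note: 0% = neutral control wells and 100% = IKK inhibitor VII at 50 µM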
* hit, by the source's call; [ ] = remark or other dose.

SMILES | CD40 NFkB inh
COCC(=O)N1CC2(C1)CN(C(=O)Nc1ccccc1F)[C@@H](CO)c1[nH]c3cc(OC)ccc3c12 | -15[25 µM]
C[C@H](CO)N1C[C@H](C)[C@H](CN(C)S(C)(=O)=O)OCc2ccccc2-c2c(n(C)c3ccccc23)C1=O | -6
Cc1cccc(OCc2nnc(SCC(=O)c3cccs3)n2C)c1C | -34
CN1C(=O)c2cc(NC(=O)c3cnccn3)ccc2OC[C@@H]2O[C@H](CC(=O)NCC3CC3)CC[C@@H]21 | -1
O=C(c1cnn2c(C(F)(F)F)cc(-c3ccco3)nc12)N1CCCCCC1 | 17
Cn1ccc(=O)c2cc([N+](=O)[O-])ccc21 | 1
O=C(NC12CC3CC(CC(C3)C1)C2)C12CC3CC(C1)CC(n1cnc(Cl)n1)(C3)C2 | 12
CC(=O)Nc1ccc(C(=O)OCC(=O)N(c2ccccc2)C2CCS(=O)(=O)C2)cc1 (stereo unspecified) | 12
COc1ccc(CCNC(=O)c2cc3c(F)cccc3s2)cc1OC | 4
CC(C)C[C@H](NS(=O)(=O)c1ccc(Br)cc1)C(=O)O | 2
COc1cc(NC(=O)c2ccccc2-n2cnnn2)cc(OC)c1 | 8
CCN(CC)/C(N)=N/c1nc(C)cc(C)n1 | 4
CCC(=O)Nc1cc2c(cc1C(C)=O)OCCO2 | 0
O=C(c1ccco1)N1CCN=C1SCc1cccnc1 | 8
CCOc1ccc(C(=O)COC(C)=O)cc1 | 6
COc1ccccc1CN1[C@@H]2CN(C(=O)C3CCC3)c3ccccc3[C@@H]2[C@@H]1CO | 3
O=C(CN1CCOCC1)N/N=C/c1cc2ccccc2nc1Cl | 6
COC(=O)Cc1nnc(NC(=O)C(C)C)s1 | -1
O=C(NCC1CCCO1)c1ccc(CNS(=O)(=O)c2cccc(Cl)c2)cc1 (stereo unspecified) | 5
CN(C)C(=O)c1cccc(-c2ccc3c(c2)[C@@H]2[C@@H](CCN2C(=O)Nc2ccc(F)cc2)[C@H](CO)N3C)c1 | -6[25 µM]
CC1(Cc2ccc(Cl)s2)C(=O)Nc2c(Cl)ccc(Cl)c21 (stereo unspecified) | 17
c1ccc(CSCc2nc3ccccc3[nH]2)cc1 | -101
CC(C)NC(=O)N1C[C@@H]2[C@H](c3ccccc31)[C@@H](CO)N2C(=O)Nc1ccccc1 | 1[25 µM]
Cc1cccc(C)c1OCC(O)CNC(C)C (stereo unspecified) | 7
COc1cccc(NC(=O)CN(C)C(=O)COc2cc(C)ccc2Cl)c1 | 0
O=C(Nc1ccccc1)N1CCCCN2[C@H](CO)[C@H](c3ccc(Br)cc3)[C@H]2C1 | -11[25 µM]
CN(c1ccc(-c2csc(NC(=O)C3CC(=O)N(Cc4ccco4)C3)n2)cc1)S(C)(=O)=O (stereo unspecified) | -2
Cc1cc(=O)oc2c(CN3CCCCC3)c(O)ccc12 | -1
COCCCNC(=O)COc1ccc(Cl)c(C)c1 | -21
CS(=O)(=O)Nc1ccc2c(c1)[C@H]1C[C@H](CC(=O)NCc3ccncc3)O[C@H](CO)[C@H]1O2 | 0[25 µM]
Cc1ccc(C)c(S(=O)(=O)N2CCCC2CNC(=O)C(=O)NCC2CCCO2)c1 (stereo unspecified) | 4
CC(Oc1ccccc1F)C(=O)NNC(=O)CCS(=O)(=O)c1ccccc1Cl (stereo unspecified) | 9
CC(C)C#Cc1ccc([C@@H]2[C@@H](CO)N3C(=O)CN(C(=O)NC4CCCC4)C[C@H]23)cc1 | 2[25 µM]
O=c1c2ccccc2nc2n1CCN2Cc1ccc(Cl)cc1 | 0
Cc1cc(NC(=O)CSc2nnc(-c3ccccc3C)n2C)no1 | 3
O=C(COc1ccc2ccccc2c1)Nc1ccc(Cc2ccncc2)cc1 | 9
CCCN1C[C@H](C)[C@H](OC)CN(C)C(=O)c2cc(NS(=O)(=O)c3ccccc3)ccc2OC[C@@H]1C | 1[25 µM]
NNC(=O)CCCNc1ncc(C(F)(F)F)cc1Cl | 14
CCc1cc(OCCN(C)C)ccc1Cl | 15
Cc1ccc(NC(=S)NC2CC3CCCC(C2)N3Cc2ccco2)cc1 (stereo unspecified) | 2
COc1ccccc1C1=Nc2cccc3cccc(c23)N1 | -19
C[C@@H]1CCCCO[C@H](CN(C)CC2CCCCC2)[C@H](C)CN([C@@H](C)CO)C(=O)c2cc(NC(=O)Nc3ccc(C(F)(F)F)cc3)ccc2O1 | 55*[25 µM]
Cc1ncc([N+](=O)[O-])n1CC(O)CCl (stereo unspecified) | 4
Cc1ccc(S(=O)(=O)N[C@@H]2C=C[C@H](CC(=O)NCc3ccc(Cl)c(Cl)c3)O[C@@H]2CO)cc1 | 0[25 µM]
O=C(NC[C@@H]1[C@@H](c2ccccc2)[C@@H](CO)N1Cc1ccccn1)C1CCCC1 | -7[25 µM]
Cc1ccc(S(=O)(=O)N2CCN(C(=O)COC(=O)c3ccc(O)cc3)CC2)c(C)c1 | 4
Cc1ccc(S(=O)(=O)N2CCOCC2)cc1C(=O)Nc1nc(-c2cccnc2)cs1 | -10
CC(C)(C)c1ccccc1OCCCCCNCCO | 11
O=C(Cc1ccccc1)N1C[C@H]2[C@@H](c3ccccc31)[C@H](CO)N2S(=O)(=O)c1ccccc1 | 0[25 µM]
O=C(Nc1cc(F)ccc1F)N[C@@H]1CC[C@@H](CCn2cc(C3CCCC3)nn2)O[C@@H]1CO | -2
CC(NC(=O)C(=O)N/N=C\c1ccc([N+](=O)[O-])cc1)c1ccccc1 (stereo unspecified) | -2
Cc1nn(Cc2noc(C(=O)NCc3ccc(F)cc3)n2)c(C)c1Br | 4
Clc1cccc(C2CCN(Cc3nc(CC4CC4)no3)C2)c1 (stereo unspecified) | 1
Cn1nc(C(=O)NNC(=O)CCOc2ccc(C(C)(C)C)cc2)c2ccccc2c1=O | 2
C[C@H]1CN([C@@H](C)CO)C(=O)CCCn2cc(nn2)CO[C@H]1CN(C)C(=O)Oc1ccccc1 | 13
CCOC(=O)Cn1nc(-c2ccccc2)nc1-c1ccccc1 | -24
Oc1ccccc1Oc1c(F)c(F)nc(N2CCCC2)c1F | -4
Cc1ccc(CN(CCO)CCO)cc1 | 4
COc1ccc([C@H]2CC=CC[C@@H](C)Oc3ccccc3C(=O)N(C)[C@H](Cc3ccccc3)C(=O)N2)c(OC)c1 (mixture of isomers) | 28[25 µM]
CCc1nc2c(OCCC3CCCCC3)cccn2c1N(C=O)Cc1ccccc1 | 1

Filtered by structure, those above with a furan ring, fused or not (4)
SMILES | CD40 NFkB inh
O=C(c1cnn2c(C(F)(F)F)cc(-c3ccco3)nc12)N1CCCCCC1 | 17
O=C(c1ccco1)N1CCN=C1SCc1cccnc1 | 8
CN(c1ccc(-c2csc(NC(=O)C3CC(=O)N(Cc4ccco4)C3)n2)cc1)S(C)(=O)=O (stereo unspecified) | -2
Cc1ccc(NC(=S)NC2CC3CCCC(C2)N3Cc2ccco2)cc1 (stereo unspecified) | 2

Some of the entries so far, comma-delimited:
structure,CD40 NFkB inh
C[C@H]1CN([C@@H](C)CO)C(=O)CCCn2cc(nn2)CO[C@H]1CN(C)C(=O)Oc1ccccc1,13
CCOC(=O)Cn1nc(-c2ccccc2)nc1-c1ccccc1,-24
Oc1ccccc1Oc1c(F)c(F)nc(N2CCCC2)c1F,-4

(listing goes on)
SMILES | CD40 NFkB inh
O=C(Nc1nc(-c2ccccc2)cs1)c1cccnc1 | -19
C[C@H](CO)N1C[C@H](C)[C@H](CN(C)S(=O)(=O)c2ccccc2)Oc2ccc(NC(=O)C3CC3)cc2C1=O | 12[25 µM]
O=C(Nc1cc(-c2nc3ncccc3o2)ccc1Cl)c1ccc2c(c1)OCO2 | -39
O=C(O)c1ccc(CNS(=O)(=O)c2ccc(Oc3ccccc3Cl)cc2)cc1 | 6
C[C@H]1CN([C@@H](C)CO)C(=O)CCCn2cc(nn2)CO[C@@H]1CN(C)S(=O)(=O)c1cccc(C#N)c1 | -1[25 µM]
COc1cc2c(cc1O)C(CSC)Cc1cc3c(cc1N(C)CC2)OCO3 (stereo unspecified) | 9
C[C@H](CO)N1C[C@H](C)[C@H](CN(C)Cc2ccc(Oc3ccccc3)cc2)OCc2cn(nn2)CCCC1=O | 14
Cc1ccc2nc(C(F)OC(F)(F)F)[nH]c2c1 (stereo unspecified) | -1
Cc1ccc(S(=O)(=O)N2CCOCC2)cc1C(=O)NCc1cn2ccsc2n1 | 8
O=C(NCCNC(=O)c1cnccn1)c1ccc(Cl)c(Cl)c1 | -1
COC(=O)CC1C(=O)NCCN1C(=S)Nc1ccccc1Cl (stereo unspecified) | -4
CC(=O)NCCOC(=O)Nc1cccnc1 | 15
CCC(=O)N1[C@@H](C#N)[C@H](c2ccccc2-c2ccccc2)[C@@H]1CO | -5[25 µM]
CCOc1ccccc1NC(=O)CN(c1nccs1)S(=O)(=O)c1ccc(N)cc1 | 16
Cc1nn(-c2ccccc2)c2sc(C(=O)OCC(=O)N3CCCCC3)cc12 | 7
CO[C@H](CN(C)C(=O)c1ccccc1F)[C@H](C)CN([C@H](C)CO)S(=O)(=O)c1ccc(F)cc1 | -9[25 µM]
N#CC(=C(c1ccccc1)c1ccccc1)c1ccccc1 | 23
CCOc1ccc(OCCC(=O)OCC(=O)Nc2ccc3c(c2)OCCO3)cc1 | -5
Cc1ccc(S(=O)(=O)N(C)C[C@@H]2OCc3cn(nn3)CCCC(=O)N([C@@H](C)CO)C[C@H]2C)cc1 | 3
O=C(Nc1nnc(COc2ccc(F)cc2)s1)c1cccs1 | 2
Cc1nn(C)cc1NC(=O)C[C@@H]1CC[C@H]2[C@H](COc3ccc(NC(=O)c4cccc(F)c4)cc3C(=O)N2C)O1 | 3[25 µM]
C[C@@H]1CN([C@@H](C)CO)C(=O)c2cccc(NS(=O)(=O)c3ccc(F)cc3)c2O[C@@H]1CN(C)S(=O)(=O)c1cccs1 | 0[25 µM]
CCOC(=O)c1c(S(=O)(=O)Nc2ccc(C)cn2)c(C)n(C)c1C | -4
O=c1c2sc3nc(N4CCOCC4)c4c(c3c2ncn1-c1ccccc1)CCCC4 | 2
Nc1ccc(C(=O)OCC(=O)NC(=O)c2ccccc2)cc1[N+](=O)[O-] | 11
Cc1ccc(S(=O)(=O)N(C)C[C@@H]2OCCCC[C@H](C)Oc3ccc(NS(=O)(=O)c4ccccc4)cc3C(=O)N([C@H](C)CO)C[C@H]2C)cc1 | 18
COc1cccc2sc(NC(=O)c3ccc(S(=O)(=O)N4CCOCC4)cc3)nc12 | 16
Nc1ccc2c(c1)COc1ccccc1O2 | -22
CCc1nc(SCc2cc(Cl)ccc2OC)n[nH]1 | 0
CCOc1ccccc1/C=N/Nc1ccccc1[N+](=O)[O-] | -17
O=C(NCc1cccc(C(F)(F)F)c1)c1csc([C@@H]2C[C@H](O)[C@@H](CO)O2)n1 | -3
CCN1CCN(S(=O)(=O)c2cc3c(cc2Cl)NC(=O)CO3)CC1 | -4
c1ccc(C2CC(c3cccs3)n3nnnc3N2)cc1 (stereo unspecified) | 5
N#C[C@@H]1[C@H](c2ccccc2)[C@@H](CO)N1C(=O)c1cc(Cl)cc(Cl)c1 | 8[25 µM]
Cc1cccc(S(=O)(=O)N2C[C@@H](O)COC[C@H]3O[C@H](CC(=O)Nc4ccccc4)CC[C@@H]32)c1 | 1[25 µM]
COc1cccc2sc(=NC(=O)CS(=O)(=O)c3ccccc3)n(C)c12 | 11

Already shown: entries from further up.
SMILES | CD40 NFkB inh
Nc1ccc(C(=O)OCC(=O)NC(=O)c2ccccc2)cc1[N+](=O)[O-] | 11
Cc1ccc(S(=O)(=O)N(C)C[C@@H]2OCCCC[C@H](C)Oc3ccc(NS(=O)(=O)c4ccccc4)cc3C(=O)N([C@H](C)CO)C[C@H]2C)cc1 | 18
COc1cccc2sc(NC(=O)c3ccc(S(=O)(=O)N4CCOCC4)cc3)nc12 | 16
Nc1ccc2c(c1)COc1ccccc1O2 | -22
CCc1nc(SCc2cc(Cl)ccc2OC)n[nH]1 | 0
CCOc1ccccc1/C=N/Nc1ccccc1[N+](=O)[O-] | -17
O=C(NCc1cccc(C(F)(F)F)c1)c1csc([C@@H]2C[C@H](O)[C@@H](CO)O2)n1 | -3

(cont.)
SMILES | CD40 NFkB inh
O=C(Nc1ccccc1N1CCCC1)C1CCN(S(=O)(=O)c2cccc(C(F)(F)F)c2)CC1 | 3
COc1ccc(NC(=O)c2c(NC(=O)CNCC(C)C)sc3c2CCC3)c(OC)c1 | 3
Cc1cc(NC(=O)CC2CCCC2)n(-c2nc3ccccc3[nH]2)n1 | 12
O=C1C=C(Nc2ccc(F)cc2)c2ccccc2C1=O | -33
O=C(CC1SCCNC1=O)NCc1ccccc1 (stereo unspecified) | 9
CC(C)Cc1nnc(NC(=O)c2ccc3c(c2)NC(=O)C(C)S3)s1 (stereo unspecified) | 1
CS(=O)(=O)Nc1ccc2c(c1)[C@@H]1C[C@H](CC(=O)NC3CCCC3)O[C@H](CO)[C@@H]1O2 | -5[25 µM]
COC(=O)c1cc(COc2ccc3oc(C)c(C(=O)OC)c3c2)c(C)o1 | -7
CSc1ncccc1C(=O)NCC(c1cccs1)N1CCOCC1 (stereo unspecified) | 3
O=C(N1CCCC1)n1c(Cc2ccccc2)nc2ccccc21 | 2
Cc1ccc(CN2CC(=O)N3[C@H](CO)[C@@H](c4ccc(-c5ccccc5F)cc4)[C@H]3C2)cc1 | -4[25 µM]
COc1cccc(Oc2nc3ncn(Cc4ccccc4)c3c(=O)n2C)c1 | 2
COC(=O)C[C@H]1CC[C@H]2[C@H](COc3ccc(NC(=O)c4ccc(C(F)(F)F)cc4)cc3C(=O)N2C)O1 | -10[25 µM]
CCN1CCN(S(=O)(=O)c2ccc(Cl)c(C(=O)N(C)Cc3cccs3)c2)CC1 | 13
COC(=O)c1c(C)cc(OC(C)=O)c(C)c1OC(C)=O | -7
C[C@@H]1CN([C@H](C)CO)C(=O)CCCn2cc(nn2)CO[C@H]1CN(C)C(=O)NC1CCCC1 | 3
N#CCC(=O)Nc1sc2c(c1C(N)=O)CCCC2 | 6

This is a subset; the hit share may differ from the screen's.
